# Assay outcomes deposited in PubChem by Sanford-Burnham Center for Chemical Genomics.
# CXCR6 inh – CXCR6 receptor inhibitors, primary screen, cell-based, beta-arrestin, luminescence, CHO-K1 PathHunter, 1536-well | C-X-C chemokine receptor type 6 (Homo sapiens), O00574 | inhibition, % at 20 µM | AID 602244, 2012 | hit rate 0.36% among 360,000; in the data active = inhibition above about 34%, passing the limit was not always enough;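 note: antagonist mode with CXCL16 agonist at 10 nM final; 0% = 10 nM CXCL16 with DMSO and 100% = unstimulated wells without agonist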
# Target sequence (O00574 whole entry, looked up): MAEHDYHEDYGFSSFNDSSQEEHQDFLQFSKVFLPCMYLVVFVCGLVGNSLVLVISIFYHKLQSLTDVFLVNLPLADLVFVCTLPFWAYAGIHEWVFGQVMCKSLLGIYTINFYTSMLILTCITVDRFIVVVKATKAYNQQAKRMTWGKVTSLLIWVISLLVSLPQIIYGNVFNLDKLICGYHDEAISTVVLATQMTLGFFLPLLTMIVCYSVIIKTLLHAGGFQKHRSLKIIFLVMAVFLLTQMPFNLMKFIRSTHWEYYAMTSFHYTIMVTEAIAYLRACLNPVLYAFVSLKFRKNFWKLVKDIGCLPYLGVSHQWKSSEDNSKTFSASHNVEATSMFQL
# EBI2 antag – EBI2 receptor antagonists, beta-arrestin recruitment, primary screen, cell-based, luminescence, 7a,25-OHC stimulation, uHTS; G-protein coupled receptor 183 (Homo sapiens), P32249; 7a,25-OHC stimulated; inhibition, % at 5 µM; hit rate 0.81% among 360,000; AID 651636, 2012; in the data active = inhibition above about 38%;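 note: enzyme fragment complementation signal reports receptor beta-arrestin coupling in cells; 0% = agonist plus DMSO wells and 100% = wells without agonist; some results beyond the cut were filed as inactive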
# Target sequence (P32249 whole entry, looked up, the tested form may be a part): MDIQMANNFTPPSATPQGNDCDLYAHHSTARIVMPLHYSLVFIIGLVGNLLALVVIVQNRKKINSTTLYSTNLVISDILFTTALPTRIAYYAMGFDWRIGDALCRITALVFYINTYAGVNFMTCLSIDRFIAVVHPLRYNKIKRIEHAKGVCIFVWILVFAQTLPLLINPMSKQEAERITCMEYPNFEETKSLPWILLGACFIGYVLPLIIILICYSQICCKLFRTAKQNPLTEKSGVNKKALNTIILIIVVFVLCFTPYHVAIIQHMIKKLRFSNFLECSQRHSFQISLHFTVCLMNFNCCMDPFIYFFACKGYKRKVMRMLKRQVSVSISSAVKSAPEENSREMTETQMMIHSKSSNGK
# * hit, by the source's call. Only part of the results is shown; rates above refer to the full screens.
CXCR6 inh,EBI2 antag,molecule
1,8,O=C(NCc1ccccc1)c1cc(C2CCCN(S(=O)(=O)c3cccc4cccnc34)C2)on1 (stereo not given)
-2,23,COc1ccc(NC(=O)c2cc(-c3cc(Cl)ccc3C)n[nH]2)c(OC)c1
-6,-6,C[C@H]1CN([C@@H](C)CO)C(=O)CCCn2nncc2CO[C@H]1CN(C)C(=O)CCC(F)(F)F
0,-5,CCOC(=O)CCC1(C(=O)OC)C(=O)CCCCCC=C1C(=O)OC (stereo not given)
-8,18,NC(c1ccccc1)c1csc(Nc2cc(Oc3ccccc3)ncn2)n1 (stereo not given)
0,1,CC(C)(C)n1nnnc1C(C1CC1)N1CCN(C/C=C/c2ccccc2)CC1 (stereo not given)
2,6,CC(C)(C)c1ccc(C(=O)NCc2nnc(SCC(=O)N3CCCC3)o2)cc1
4,2,COc1ccccc1C(=O)N1CCN(c2nc3cc(C)cc(C)c3cc2C#N)CC1
5,-1,Cc1ccccc1NC(=O)C(C)OC(=O)C1CCCO1 (stereo not given)
7,-6,CC1(C(=O)NS(C)(=O)=O)CCN1C(=O)Cc1ccc(Cl)cc1Cl (stereo not given)
-6,-1,CCCCCCN1C[C@@H](O)[C@H](n2cc(COC(=O)c3ccccc3)nn2)C[C@@H]1c1ccc(Cl)cc1
-4,2,Cc1noc(C)c1S(=O)(=O)N(C)C[C@@H]1OCc2cnnn2CCCC(=O)N([C@H](C)CO)C[C@@H]1C
-3,13,COc1ccccc1Cc1c(C2CCCCC2)nc2ccc(C)cn12
-2,-13,CC1=C(C(=O)N(C)C)CC(CC(=O)NCc2cccs2)C(=O)N1Cc1ccc(F)cc1 (stereo not given)
3,-5,C[C@H]1CN([C@@H](C)CO)S(=O)(=O)c2ccc(Br)cc2O[C@H]1CN(C)C(=O)c1cnccn1
0,-2,CCN(CC(=O)Nc1ccc(C#N)cc1)CC(=O)Nc1ccc2c(c1)OCCO2
-2,0,CN(CC1CCCN(CCc2ccccc2F)C1)C(=O)c1cc2ccccc2o1 (stereo not given)
0,1,CCCCCCn1cc(CN2CC(N3CCSCC3)CS2(=O)=O)nn1 (stereo not given)
-2,-6,CC(C)C(=O)N1CCCC1(C)C(=O)N(C)Cc1cccc2ccccc12 (stereo not given)
1,-39,CC(=O)Nc1cccc(-c2ccnc3c2CC(C(=O)Nc2ccccc2)O3)c1 (stereo not given)

# Full records as entered above:
# NC(c1ccccc1)c1csc(Nc2cc(Oc3ccccc3)ncn2)n1 (stereo not given) in the list: CXCR6 inh = -8; EBI2 antag = 18
# CCCCCCN1C[C@@H](O)[C@H](n2cc(COC(=O)c3ccccc3)nn2)C[C@@H]1c1ccc(Cl)cc1 in the list: CXCR6 inh = -6; EBI2 antag = -1

# Reformatted with values under each structure: part of the list above
# Screens in order – CXCR6 inh | EBI2 antag
C[C@H]1CN([C@@H](C)CO)S(=O)(=O)c2ccc(Br)cc2O[C@H]1CN(C)C(=O)c1cnccn1
    3 | -5
COc1ccc(NC(=O)c2cc(-c3cc(Cl)ccc3C)n[nH]2)c(OC)c1
    -2 | 23

# The results go on.
CXCR6 inh,EBI2 antag,molecule
8,-9,O=C(Nc1ccccc1)C1=C(Nc2ccccc2)CSC1
-3,-2,CC1(C(=O)Nc2ccc3c(c2)OCO3)CCN1C(=O)CCc1ccc(Cl)cc1Cl (stereo not given)
6,-71,Cc1cc(C)c(C#N)c(Sc2nc(C)c([N+](=O)[O-])c(C)c2C#N)n1
-1,-2,O=Cc1ccc(-c2c(-c3ccccc3)oc3c2C(OCCCCO)CCC3)o1 (stereo not given)
12,35,COc1ccc(C(=O)CC(Sc2ccccc2N)c2ccc(OC)cc2)cc1 (stereo not given)
1,1,CC1(C(=O)NS(=O)(=O)c2cccc(F)c2)CCN1C(=O)Cc1ccc(-c2ccccc2)cc1 (stereo not given)
1,-7,COc1ccccc1S(=O)(=O)N(C)C[C@H]1OCc2cnnn2CCCC(=O)N([C@H](C)CO)C[C@@H]1C
2,9,COc1cccc(CCNC(=O)c2cc(COc3cccc(OC)c3)on2)c1
4,-3,C(=Nn1cnnc1)c1ccc2c(c1)CCC2
-1,0,COc1ccc2nc(N(CCN(C)C)C(=O)c3ccc4ncsc4c3)sc2c1
18,27,CCCCc1c(-c2ccccc2Br)ncn1CCc1ccccc1OC
3,4,CN1CCC(N2CCN(C3CN(C4CCCC4)S(=O)(=O)C3)CC2)CC1 (stereo not given)
-8,7,CC(O)(c1ccccc1)c1nc(-c2ccccc2)cs1 (stereo not given)
-7,2,CCCN(C)C1CN(Cc2cn(Cc3cc(C)cc(C)c3)nn2)S(=O)(=O)C1 (stereo not given)
6,4,COCCNC(=O)C1(C)CCCN(CCOc2ccc(Cl)cc2)C1 (stereo not given)
2,9,CC(O)(c1cccc(F)c1)c1nc(-c2ccc(S(C)(=O)=O)cc2)cs1 (stereo not given)
-2,-14,O=c1[nH]cc(CCCc2ccccc2)c(=O)[nH]1
-1,-9,O=C(Nc1nnc([C@H]2C[C@H](O)[C@@H](CO)O2)s1)Nc1ccccc1C(F)(F)F
-11,-13,CN(CCN1CCOCC1)C(=O)C1CCC(=O)N(Cc2ccc(Cl)cc2)C1 (stereo not given)
-18,0,Cc1ccc(F)cc1-c1cc(C(=O)NCc2cc(C(F)(F)F)cc(C(F)(F)F)c2)[nH]n1
-1,-1,Cc1nc2c(OCC(=O)c3ccc(F)cc3)cccn2c1N(C)Cc1cccs1
-10,3,OC(c1ccc(Cl)cc1)c1ncc(-c2cccc(F)c2)[nH]1 (stereo not given)
3,-14,COc1ccc(-c2coc3c(C(=O)NCC4CCOCC4)cccc23)c(C)c1
8,-2,CNc1cccc(-c2cc(OC)c(OC)c(OC)c2)n1
-5,4,COc1ccc(CNC(=O)N2CCc3nc(Nc4cc(OC)c(OC)c(OC)c4)ncc3C2)cc1
3,-4,C[C@@H]1CN(Cc2nnnn2CC(=O)NCCCn2cccn2)C[C@H](C)O1
6,-2,COc1ccc(S(=O)(=O)N2CCCCCC2)cc1NC(=O)Cc1cccc(C(F)(F)F)c1
7,1,Cc1cccc(C)c1-n1nnnc1C1(C)CCC(=O)N1CCc1ccccc1F (stereo not given)
9,-1,COc1ccc2[nH]c(=O)c(CN(C(C)=O)c3cc(C)ccc3C)cc2c1
6,20,COc1ccc(-c2ccc(CN3C(CC(C)C)C(=O)N(Cc4cn(CC5CCCCC5)nn4)CCS3(=O)=O)cc2)cc1OC (stereo not given)
3,7,COc1ccc(CCN2CC(C(=O)NCCCc3ccncc3)CCC2=O)cc1 (stereo not given)
-3,4,Cc1ccc(NC(=O)CN(C)C(=O)c2cccc(S(=O)(=O)N3CCc4ccccc4C3)c2)cc1
-2,10,COc1ccc(CN2C[C@@H](CO)O[C@@H](n3cnc4c(NC5CCC5)ncnc43)C2)cc1
5,8,COC1OC2COC(c3ccccc3)OC2C2OC(c3ccccc3)OC12 (stereo not given)
-2,-11,O=[N+]([O-])c1ccc(Nc2ccccc2O)c([N+](=O)[O-])c1
2,13,CCCCc1c(-c2ccc(F)cc2F)ncn1CCc1ccccc1OC
-2,-8,CC1=C(C(=O)N(C)C)CC(CC(=O)NCCc2ccccn2)C(=O)N1Cc1ccc(F)cc1 (stereo not given)
1,52*,Cc1cc2oc(=O)cc(CN(Cc3ccccc3)Cc3ccccc3)c2cc1Cl
1,3,CCC(C)[C@H]1CNC(=O)C(=O)N1CC(C)(C)C (stereo not given in full)
-15,0,Fc1ccc2nc(-c3ccccc3)ccc2c1
4,21,CCCc1nc2c(Cl)cc(C(F)(F)F)cn2c1Cc1ccc(OC)cc1C
1,58*,CCc1nc2ccc(C(=O)NCCOc3ccc(OC)cc3)cn2c1N(CC)Cc1ccc(OC)c(OC)c1
-3,4,COC(=O)[C@@]1(C(C)C)N=C(c2cc(OC)c(OC)c(OC)c2)[C@]2(O1)C(=O)N(C)c1ccc(Cl)cc12
-4,11,CCOC(=O)C1=CCC(c2cccc(C)c2)N(S(=O)(=O)c2ccc(C)cc2)C1 (stereo not given)
-8,7,OC(c1ccccc1)c1ncc(-c2ccccc2Cl)[nH]1 (stereo not given)
6,9,c1ccc2[nH]c(CCCCCc3nc4ccccc4[nH]3)nc2c1
13,20,COC[C@@H]1CCCN1c1ccc2c(c1)O[C@@H](COCc1ccccc1)CN([C@@H](C)c1ccccc1)S2(=O)=O
10,9,O=C(CSc1nc(-c2ccccc2)c(-c2ccccc2)o1)N1CCCCC1
6,-2,COc1ccccc1CC(=O)Nc1cc(C)on1
-7,-4,CCOC(=O)N1CCN(C(=O)c2ccc(CS(=O)c3cccc(C)c3)o2)CC1 (stereo not given)
-3,-10,CC(=O)c1cccc(NC(=O)C2CCCN2S(=O)(=O)c2cccs2)c1 (stereo not given)
-6,-6,COc1ccccc1-c1noc2c1C(=O)N(Cc1cn(C3CCCC3)nn1)CC2
4,5,O=S(=O)(c1ccc(SCc2c(F)cccc2Cl)nc1)N1CCCC1
-5,-1,CCOC(=O)C1CCCN(C(=O)c2cc(C#N)cs2)CC1 (stereo not given)
-4,-7,COc1cccc(OC)c1C(=O)OCC(=O)NCC1CCCCC1
-8,-15,CS(=O)(=O)c1ccc(Cl)c(NC(=O)c2ccc(-n3cncn3)c([N+](=O)[O-])c2)c1
-4,1,COc1ncnc2c1ncn2CCCN1CCN(Cc2ccc(C)cc2)CC1
-7,-7,CCCCN1CC(N2CCN(Cc3ccccc3)CC2)CS1(=O)=O (stereo not given)
2,-9,CC(=O)Nc1cccc(C(=O)Nc2cc(C(F)(F)F)ccc2-n2cncn2)c1
-1,7,COC(=O)C=CSC(=S)C1CCCC1=N (stereo not given)

# Additional structures follow:
CXCR6 inh,EBI2 antag,molecule
1,7,Cc1cc(NC(=O)CS(=O)c2cn(Cc3cccc(Cl)c3)c3ccccc23)no1 (stereo not given)
-4,-1,CCOC(=O)[C@]12CCC=C1N(Cc1ccco1)C(=O)[C@H](CC(=O)N1CCN(C(=O)c3ccco3)CC1)C2
-12,4,Cc1cc(OCCCN2CCC(C(O)(c3ccccc3)c3ccccc3)CC2)ccc1Br
-5,-9,Cc1ccc(S(=O)(=O)N(C)C[C@@H]2OCc3cn(nn3)CCCC(=O)N([C@H](C)CO)C[C@H]2C)cc1
-6,12,Cc1ccc([C@H]2C[C@@H](O)[C@H](n3cc(C4CC4)nn3)CN2Cc2cccs2)cc1
-4,0,O=C(Nc1c(-c2ccc3c(c2)OCO3)[nH][nH]c1=O)c1ccccc1
-2,5,CCOC(=O)C1(C)CCCN(C(=O)c2ccc(OC)cc2)C1 (stereo not given)
-1,9,Cc1cccc(C)c1OCC(O)CN1CCN(C(=O)c2ccccc2)CC1 (stereo not given)
-2,8,COc1cccc2c(=O)c3c(oc12)CCCC3
6,5,Cc1c(C(=O)N2CCC2(C)C(=O)O)oc2ccccc12 (stereo not given)
-3,-15,CC1=C(C(=O)N2CCOCC2)CC(CC(=O)NC2CCCCC2)C(=O)N1CCCN1CCCC1=O (stereo not given)
2,-4,OC[C@@H]1CN(Cc2cccs2)C[C@H](n2cnc3c(Nc4ccccc4)ncnc32)O1
-4,0,O=C1N(Cc2ccccc2)c2ccccc2OC1(F)F
-3,-6,Cc1csc(=O)n1CCC(=O)OCC(=O)NCc1ccccc1
-1,-1,C[C@@H]1CN([C@H](C)CO)C(=O)c2cc(C#CC3CC3)cnc2O[C@H]1CN(C)S(C)(=O)=O
8,-5,CC1(C(=O)NS(=O)(=O)c2cccc(OC(F)F)c2)CCN1C(=O)C1CC1 (stereo not given)
9,-3,COc1ccc(-c2cc3nc(NCC4CCCCC4)n(C)c(=O)c3s2)cc1OC
0,2,COc1ccc(NC(=O)c2ccc(S(=O)(=O)N(C)c3ccccc3)cc2)cc1S(=O)(=O)N1CCOCC1
-5,-4,CCOC(=O)Cc1ccc(Nc2nc(NCc3ccccc3)nc3ccsc23)cc1
-2,0,Cc1ccc(-n2c(COc3ccccc3)nnc2SCC(=O)O)cc1

# 4 compounds out of the list above, ordered by the value under CXCR6 inh, high to low.
CXCR6 inh,EBI2 antag,molecule
6,5,Cc1c(C(=O)N2CCC2(C)C(=O)O)oc2ccccc12 (stereo not given)
0,2,COc1ccc(NC(=O)c2ccc(S(=O)(=O)N(C)c3ccccc3)cc2)cc1S(=O)(=O)N1CCOCC1
-1,-1,C[C@@H]1CN([C@H](C)CO)C(=O)c2cc(C#CC3CC3)cnc2O[C@H]1CN(C)S(C)(=O)=O
-4,0,O=C(Nc1c(-c2ccc3c(c2)OCO3)[nH][nH]c1=O)c1ccccc1

# Carrying on.
CXCR6 inh,EBI2 antag,molecule
-5,3,COc1ccc(C(C)=NNS(=O)(=O)c2ccc(C)cc2)cc1OC
-2,-21,CSCCC(C(=O)Nc1c(C)cccc1C)N1CCN(c2ccc(F)cc2)CC1 (stereo not given)
2,3,CC1(C(=O)Nc2cccc3c2CCCC3)CCN1C(=O)Cc1ccccc1Cl (stereo not given)
-10,-4,COc1ccc(-c2csc(C(C)(O)c3cccc(OC)c3)n2)cc1 (stereo not given)
4,-12,CC(=O)Nc1c([N+](=O)[O-])cc2c3c(cccc13)CC2
0,-1,CCCCCCN1C[C@@H](O)[C@H](n2cc(C3CC3)nn2)C[C@@H]1c1ccc(OC)cc1
4,15,CCCCNC(=O)Cn1nnc(-c2ccccc2)c1COc1ccc(C(C)=O)cc1
-9,-3,COC(=O)c1ccc(CSc2ccccc2NC(=S)Nc2cccc(C(F)(F)F)c2)o1
0,3,COc1ccccc1NC(=O)CN(Cc1ccco1)C(=O)c1cc(Cl)c(OC)c(OC)c1
9,10,CC1(C(=O)NCc2cccc3ccccc23)CCN1C(=O)C1(c2ccccc2)CC1 (stereo not given)
